Gli-Sufu block: blocks Gli-Sufu signaling in a luciferase reporter | Sufu-KO-LIGHT fibroblasts, Gli luciferase reporter luminescence | inhibition, % at 5 µM | 340,000 compounds, 0.74% hits;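 active = inhibition above about 55%, limit read from the data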;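 note: 0% = DMSO-treated cells and 100% = wells with medium but no cells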
CCR6 antagonist: antagonists of human CCR6 receptor; P51684; inhibition, % at 20 µM; AID 493098; 340,000 compounds, 0.49% hits; CHO-K1 CCR6 PathHunter beta-arrestin, luminescence, CCL20-stimulated;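 active = compounds whose inhibition of the agonist-driven luminescence signal at 20 µM reaches about 50%, limit read from the data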;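 note: cells stimulated with CCL20 at 14 nM final; plate controls were DMSO with CCL20 for no effect and DMSO without agonist for full effect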
CXCR6 block: inhibitors of human CXCR6 receptor. O00574. CHO-K1 PathHunter CXCR6 beta-arrestin, luminescence. inhibition, % at 20 µM. 360,000 compounds, 0.36% hits. AID 602244; in the data active = inhibition above about 34%, passing the limit was not always enough;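 note: antagonist mode with CXCL16 agonist at 10 nM final; 0% = 10 nM CXCL16 with DMSO and 100% = unstimulated wells without agonist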
697 NFkB inh: inhibitors of the PMA/ionomycin-induced NF-kB reporter in 697 B cells; inhibition, % at 4 µM; 330,000 compounds, 0.33% hits; 697 B-cell NF-kB luciferase reporter, 16 h; AID 435022; in the data active = inhibition above about 35%
APJ antag: APJ receptor antagonism; 330,000 compounds, 0.32% hits; inhibition, % at 20 µM; P35414; CHO-K1 APJ beta-arrestin complementation, luminescence;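 active = inhibition above about 40% at 20 µM, limit read from the data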;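 note: cells challenged with 10 nM apelin-13 agonist together with compound; plate controls were apelin-13 plus DMSO wells for no effect and DMSO wells lacking apelin-13 for full effect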
Target sequence (P35414 whole entry, looked up): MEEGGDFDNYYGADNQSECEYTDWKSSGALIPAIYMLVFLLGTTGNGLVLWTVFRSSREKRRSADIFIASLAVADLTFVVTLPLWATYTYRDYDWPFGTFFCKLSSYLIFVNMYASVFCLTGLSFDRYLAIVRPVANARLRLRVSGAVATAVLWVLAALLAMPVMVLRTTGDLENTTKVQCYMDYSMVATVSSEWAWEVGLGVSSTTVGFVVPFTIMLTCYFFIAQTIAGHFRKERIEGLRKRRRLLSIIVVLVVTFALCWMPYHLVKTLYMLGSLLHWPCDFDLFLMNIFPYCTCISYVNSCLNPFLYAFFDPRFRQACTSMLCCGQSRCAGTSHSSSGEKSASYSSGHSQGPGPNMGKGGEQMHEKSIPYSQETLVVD
EBI2 block: blocks human EBI2 receptor beta-arrestin signaling. P32249. EBI2 beta-arrestin recruitment, luminescence, 7a,25-OHC stimulated. inhibition, % at 5 µM. 360,000 compounds, 0.81% hits; in the data active = inhibition above about 38%;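 note: enzyme fragment complementation signal reports receptor beta-arrestin coupling in cells; 0% = agonist plus DMSO wells and 100% = wells without agonist; some results beyond the cut were filed as inactive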
Target sequence (P32249 whole entry, looked up, the tested form may be a part): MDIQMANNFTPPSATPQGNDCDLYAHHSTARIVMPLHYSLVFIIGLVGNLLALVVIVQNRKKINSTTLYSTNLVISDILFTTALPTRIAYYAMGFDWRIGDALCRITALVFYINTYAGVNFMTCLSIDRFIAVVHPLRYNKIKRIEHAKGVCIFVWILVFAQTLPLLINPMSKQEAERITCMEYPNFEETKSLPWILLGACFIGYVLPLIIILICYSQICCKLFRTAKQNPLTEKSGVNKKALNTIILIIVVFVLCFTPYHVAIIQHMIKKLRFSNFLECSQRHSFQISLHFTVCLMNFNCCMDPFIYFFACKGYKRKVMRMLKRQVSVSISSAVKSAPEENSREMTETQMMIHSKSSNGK
Jurkat NFkB inh: inhibitors of the PMA/ionomycin-induced NF-kB reporter in Jurkat cells | AID 435003 | PMA/ionomycin-induced NF-kB luciferase reporter, luminescence | 330,000 compounds, 0.53% hits | inhibition, % at 4 µM; in the data active = inhibition above about 50%
UBC13 inh: inhibitors of human UBC13 polyubiquitin chain formation | inhibition, % at 20 µM | 330,000 compounds, 0.47% hits | TR-FRET; in the data active = inhibition above about 45%, passing the limit was not always enough
Target sequence (P61088 whole entry, looked up): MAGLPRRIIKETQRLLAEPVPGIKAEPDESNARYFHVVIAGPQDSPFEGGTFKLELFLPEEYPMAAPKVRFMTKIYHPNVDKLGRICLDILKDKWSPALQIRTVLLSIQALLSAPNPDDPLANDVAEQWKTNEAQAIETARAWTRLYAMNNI
An asterisk follows results filed as active.

How did Cc1ccc(-n2c(=O)[nH]c3c(C(N)=O)nc(CC(C)C)nc32)cc1 do in these assays?
Gli-Sufu block: 3; CCR6 antagonist: -5; CXCR6 block: 4; 697 NFkB inh: -1; APJ antag: 15; EBI2 block: -6; Jurkat NFkB inh: 2; UBC13 inh: 0

Results for CCS(=O)(=O)c1nc(S(=O)(=O)c2ccc(Cl)cc2)c(N2CCOCC2)s1 ?
Gli-Sufu block: -1; CCR6 antagonist: 8; CXCR6 block: 2; 697 NFkB inh: 6; APJ antag: -2; EBI2 block: 3; Jurkat NFkB inh: 9; UBC13 inh: 7

Results for Nc1nc(Cl)cc(N2CCCC2)n1 ?
Gli-Sufu block: -2; CCR6 antagonist: -4; CXCR6 block: -5; 697 NFkB inh: 9; APJ antag: -6; EBI2 block: -5; Jurkat NFkB inh: -10; UBC13 inh: 9

How did COc1ccc(C(=O)N/N=C/c2cc(Br)ccc2O)cc1OC do in these assays?
Gli-Sufu block: 19; CCR6 antagonist: -13; CXCR6 block: -3; 697 NFkB inh: 37*; APJ antag: -5; EBI2 block: -1; Jurkat NFkB inh: 33; UBC13 inh: -8

How did O=C(CCCC(=O)N(CC(=O)NC1CCCCC1)Cc1ccccc1)Nc1ccccn1 do in these assays?
Gli-Sufu block: -4; CCR6 antagonist: 3; CXCR6 block: 3; 697 NFkB inh: -6; APJ antag: 9; EBI2 block: 5; Jurkat NFkB inh: 9; UBC13 inh: -7

Results for O=C(Cc1ccccc1[N+](=O)[O-])Nc1ccccc1C(=O)N1CCCC1 ?
Gli-Sufu block: -2; CCR6 antagonist: -1; CXCR6 block: 1; 697 NFkB inh: 7; APJ antag: 7; EBI2 block: -7; Jurkat NFkB inh: -3; UBC13 inh: -1

Results for O=C1c2ccc(-c3ccc(F)cc3OCc3ccccc3)cc2S(=O)(=O)c2cccc(C(=O)N3CCN(c4ncc(Cl)cc4Cl)CC3)c21 ?
Gli-Sufu block: 14; CCR6 antagonist: -2; CXCR6 block: 1; 697 NFkB inh: 16; APJ antag: 1; EBI2 block: 8; Jurkat NFkB inh: 3; UBC13 inh: -34

How did COC(=O)c1ccc(OS(=O)(=O)c2ccc(NC(C)=O)cc2)cc1 do in these assays?
Gli-Sufu block: 6; CCR6 antagonist: -1; CXCR6 block: -16; 697 NFkB inh: -3; APJ antag: -4; EBI2 block: -1; Jurkat NFkB inh: 15; UBC13 inh: -6

What do the screens show for `COc1ccc(-c2c(NC(=O)c3ccco3)n(-c3ccccc3)nc(C)c2=O)cc1`?
Gli-Sufu block: 6; CCR6 antagonist: 9; CXCR6 block: -3; 697 NFkB inh: 12; APJ antag: 7; EBI2 block: -3; Jurkat NFkB inh: -13; UBC13 inh: -1

What do the screens show for `CC1Sc2ccc(C(=O)NCc3ccccn3)cc2NC1=O` (stereo unspecified)?
Gli-Sufu block: 16; CCR6 antagonist: 10; CXCR6 block: -4; 697 NFkB inh: -13; APJ antag: 22; EBI2 block: -10; Jurkat NFkB inh: -17; UBC13 inh: 5

What do the screens show for `Cc1cc(C)cc(N(CC(=O)N2CCn3c2nc2ccccc23)S(=O)(=O)c2c(C)noc2C)c1`?
Gli-Sufu block: 0; CCR6 antagonist: 8; CXCR6 block: 7; 697 NFkB inh: 2; APJ antag: 6; EBI2 block: 4; Jurkat NFkB inh: -14; UBC13 inh: -5

How did CCN1CCc2nc3sc(C(=O)Nc4cccnc4Cl)c(N)c3cc2C1 do in these assays?
Gli-Sufu block: 18; CCR6 antagonist: 1; CXCR6 block: -12; 697 NFkB inh: 4; APJ antag: -5; EBI2 block: -15; Jurkat NFkB inh: 4; UBC13 inh: -49

How did COc1ccc(NC(=O)CSc2nc(N3CCCCC3)nc(N3CCCCC3)n2)cc1 do in these assays?
Gli-Sufu block: 38; CCR6 antagonist: 10; CXCR6 block: -3; 697 NFkB inh: 7; APJ antag: -4; EBI2 block: 11; Jurkat NFkB inh: 7; UBC13 inh: 2

How did COc1cc(C(Nc2ccccn2)c2c(NC(=O)c3ccco3)sc(C)c2C)cc(OC)c1OC (stereo unspecified) do in these assays?
Gli-Sufu block: -1; CCR6 antagonist: 17; CXCR6 block: 6; 697 NFkB inh: 7; APJ antag: 13; EBI2 block: 2; Jurkat NFkB inh: 1; UBC13 inh: -3

How did O=C(CSc1nnc(-c2cccc(F)c2)o1)N1CCCC1 do in these assays?
Gli-Sufu block: 14; CCR6 antagonist: 12; CXCR6 block: -3; 697 NFkB inh: 1; APJ antag: 11; EBI2 block: 0; Jurkat NFkB inh: -21; UBC13 inh: 3

What do the screens show for `Nc1ccc(C(=O)Nc2nc3ccccc3s2)cc1`?
Gli-Sufu block: -144; CCR6 antagonist: 3; CXCR6 block: -5; 697 NFkB inh: -140; APJ antag: 10; EBI2 block: -4; Jurkat NFkB inh: -201; UBC13 inh: 16

What do the screens show for `O=C(c1cccc(F)c1)N1CCN(C(=O)c2nn3cccnc3c2Cl)CC1`?
Gli-Sufu block: 5; CCR6 antagonist: -4; CXCR6 block: -2; 697 NFkB inh: -18; APJ antag: -16; EBI2 block: 1; Jurkat NFkB inh: 4; UBC13 inh: 2

Results for COc1ccc(C(=O)NNC(=O)c2ccc(C(C)(C)C)cc2)cc1 ?
Gli-Sufu block: -2; CCR6 antagonist: 11; CXCR6 block: 0; 697 NFkB inh: 21; APJ antag: -4; EBI2 block: -26; Jurkat NFkB inh: -10; UBC13 inh: 7

How did NS(=O)(=O)c1cccc(NC(=O)CSc2nnc(-c3ccccc3)o2)c1 do in these assays?
Gli-Sufu block: 0; CCR6 antagonist: 6; CXCR6 block: 7; 697 NFkB inh: -20; APJ antag: 2; EBI2 block: -11; Jurkat NFkB inh: -19; UBC13 inh: -12

How did CCC1CCCCN1C(=O)CCCc1ccccc1 (stereo unspecified) do in these assays?
Gli-Sufu block: -11; CCR6 antagonist: 7; CXCR6 block: -2; 697 NFkB inh: -32; APJ antag: -7; EBI2 block: -2; Jurkat NFkB inh: -28; UBC13 inh: 3

How did Cc1cc(C)c(C#N)c(SCC(O)CS(=O)(=O)Cc2ccccc2)n1 (stereo unspecified) do in these assays?
Gli-Sufu block: 6; CCR6 antagonist: -6; CXCR6 block: -4; 697 NFkB inh: 11; APJ antag: 2; EBI2 block: 5; Jurkat NFkB inh: -7; UBC13 inh: -1

What do the screens show for `Cc1ccccc1NC(=O)Cc1nc(COC(=O)Cc2ccccc2F)cs1`?
Gli-Sufu block: -1; CCR6 antagonist: 8; CXCR6 block: 9; 697 NFkB inh: 11; APJ antag: 15; EBI2 block: 1; Jurkat NFkB inh: 7; UBC13 inh: 9

How did CCOC(=O)C1=CN(Cc2cccc(F)c2)S(=O)(=O)NC1c1ccc(Br)cc1F (stereo unspecified) do in these assays?
Gli-Sufu block: -10; CCR6 antagonist: 20; CXCR6 block: -5; 697 NFkB inh: -5; EBI2 block: 18

Results for Cc1noc(C)c1CSc1nnc(-c2ccccc2)n1Cc1ccco1 ?
Gli-Sufu block: 2; CCR6 antagonist: -5; CXCR6 block: -2; 697 NFkB inh: 19; APJ antag: 1; EBI2 block: -5; Jurkat NFkB inh: -1; UBC13 inh: 11

Results for COc1ccc(-c2noc(CSc3nc4ccccc4c(=O)n3-c3ccccc3)n2)cc1 ?
Gli-Sufu block: 12; CCR6 antagonist: 14; CXCR6 block: 6; 697 NFkB inh: 8; APJ antag: -8; EBI2 block: 1; Jurkat NFkB inh: -11; UBC13 inh: 8

What do the screens show for `CCCc1nn(C)c(C(=O)Nc2ccc(Cl)cc2)c1Cl`?
Gli-Sufu block: -14; CCR6 antagonist: 6; CXCR6 block: 6; 697 NFkB inh: -25; APJ antag: -6; EBI2 block: 21; Jurkat NFkB inh: -35; UBC13 inh: -20

How did CCOC(=O)C1CCN(C(=O)c2cc(CN3C(=O)c4ccccc4C3=O)ccc2OCC)CC1 do in these assays?
Gli-Sufu block: -1; CCR6 antagonist: -2; CXCR6 block: 2; 697 NFkB inh: -40; APJ antag: 17; EBI2 block: -4; Jurkat NFkB inh: -24; UBC13 inh: -4

How did COc1ccc(CCNS(=O)(=O)c2cccc(C)c2)cc1OC do in these assays?
Gli-Sufu block: -1; CCR6 antagonist: -2; CXCR6 block: -1; 697 NFkB inh: 7; APJ antag: -10; EBI2 block: -3; Jurkat NFkB inh: -1; UBC13 inh: -4

What do the screens show for `CC1(CCl)N([O-])C2=C(CCCC2)[N+]1=O` (stereo unspecified)?
Gli-Sufu block: 10; CCR6 antagonist: 2; CXCR6 block: -11; 697 NFkB inh: -2; APJ antag: -1; EBI2 block: -10; Jurkat NFkB inh: 1; UBC13 inh: -7

What do the screens show for `CC(C)(C)C1CCC(=NNC(=O)C2COc3ccccc3O2)CC1` (stereo unspecified)?
Gli-Sufu block: -1; CCR6 antagonist: -5; CXCR6 block: 4; 697 NFkB inh: 6; APJ antag: -4; EBI2 block: -5; Jurkat NFkB inh: -12; UBC13 inh: 7

What do the screens show for `Cc1ccc(-c2cc(C(=O)N/N=C/c3c[nH]c4ccccc34)[nH]n2)cc1`?
Gli-Sufu block: -17; CCR6 antagonist: -37; CXCR6 block: -18; EBI2 block: 1

Results for O=c1ccc2cc(S(=O)(=O)N3CCN(c4ccc(Cl)cc4)CC3)ccc2o1 ?
Gli-Sufu block: 7; CCR6 antagonist: 5; CXCR6 block: -21; 697 NFkB inh: 2; APJ antag: 10; EBI2 block: 3; Jurkat NFkB inh: 10; UBC13 inh: 1

Results for CC(=O)Nc1ccc(S(=O)(=O)N2CCN(c3nc(C)cc(C)n3)CC2)cc1 ?
Gli-Sufu block: 0; CCR6 antagonist: 13; CXCR6 block: -1; 697 NFkB inh: 2; APJ antag: -13; EBI2 block: -1; Jurkat NFkB inh: -14; UBC13 inh: -4

What do the screens show for `COc1ccc(O)c(-c2c(-c3ccc(Cl)cc3)n[nH]c2C)c1`?
Gli-Sufu block: -6; CCR6 antagonist: -7; CXCR6 block: -5; 697 NFkB inh: -5; APJ antag: -5; EBI2 block: 0; Jurkat NFkB inh: 5; UBC13 inh: 7

What do the screens show for `O=C1Nc2ccccc2C(=O)N2[C@H](c3cccc(Br)c3)[C@@H]3C(=O)N(Cc4ccccc4)C(=O)[C@@H]3[C@H]12`?
Gli-Sufu block: 24; CCR6 antagonist: 13; CXCR6 block: -28; 697 NFkB inh: -19; APJ antag: 16; EBI2 block: -1; Jurkat NFkB inh: -4; UBC13 inh: -11

Entries listed so far containing an aryl thioether with sulfur outside any ring, in the order listed:
How did COc1ccc(NC(=O)CSc2nc(N3CCCCC3)nc(N3CCCCC3)n2)cc1 do in these assays?
Gli-Sufu block: 38; CCR6 antagonist: 10; CXCR6 block: -3; 697 NFkB inh: 7; APJ antag: -4; EBI2 block: 11; Jurkat NFkB inh: 7; UBC13 inh: 2

How did O=C(CSc1nnc(-c2cccc(F)c2)o1)N1CCCC1 do in these assays?
Gli-Sufu block: 14; CCR6 antagonist: 12; CXCR6 block: -3; 697 NFkB inh: 1; APJ antag: 11; EBI2 block: 0; Jurkat NFkB inh: -21; UBC13 inh: 3

How did NS(=O)(=O)c1cccc(NC(=O)CSc2nnc(-c3ccccc3)o2)c1 do in these assays?
Gli-Sufu block: 0; CCR6 antagonist: 6; CXCR6 block: 7; 697 NFkB inh: -20; APJ antag: 2; EBI2 block: -11; Jurkat NFkB inh: -19; UBC13 inh: -12

How did Cc1cc(C)c(C#N)c(SCC(O)CS(=O)(=O)Cc2ccccc2)n1 (stereo unspecified) do in these assays?
Gli-Sufu block: 6; CCR6 antagonist: -6; CXCR6 block: -4; 697 NFkB inh: 11; APJ antag: 2; EBI2 block: 5; Jurkat NFkB inh: -7; UBC13 inh: -1

Results for Cc1noc(C)c1CSc1nnc(-c2ccccc2)n1Cc1ccco1 ?
Gli-Sufu block: 2; CCR6 antagonist: -5; CXCR6 block: -2; 697 NFkB inh: 19; APJ antag: 1; EBI2 block: -5; Jurkat NFkB inh: -1; UBC13 inh: 11

Results for COc1ccc(-c2noc(CSc3nc4ccccc4c(=O)n3-c3ccccc3)n2)cc1 ?
Gli-Sufu block: 12; CCR6 antagonist: 14; CXCR6 block: 6; 697 NFkB inh: 8; APJ antag: -8; EBI2 block: 1; Jurkat NFkB inh: -11; UBC13 inh: 8
